# NR2F2 inh: inhibitors of human COUP-TFII (NR2F2); AID 686940; hit rate 0.7% among 370,000; inhibition, % at 8.6 µM; HEK293T NGFI-A luciferase reporter, luminescence; P24468;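 active = inhibition above a per-plate cutoff, mean inhibition of test wells between control levels plus 3 SD, cut at about 38% in these data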;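 note: cells cotransfected with COUP-TFII expression vector driving the NGFI-A reporter; 0% = median of COUP-TF2 test wells and 100% = reporter-only cells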
# NCOA2 inhibitor: human SRC2 (NCOA2) inhibition; Q15596; HEK293 GAL4-SRC2 luciferase reporter, luminescence; inhibition, % at 9 µM; hit rate 0.17% among 370,000;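 active = inhibition above the mean inhibition of all tested compounds plus 3 SD, set per campaign, cut at about 52% in these data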;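 note: 0% = DMSO treated cells and 100% = cells given Gossypol at 36 µM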
# * marks the source's active call; other numbers are inactive results.
(1) Cc1ccc(S(=O)(=O)N(C)[C@H]2C[C@H]3c4[nH]c5cccc(-c6ccccc6)c5c4CCN3C(=O)[C@H]2[C@H](C)O)cc1
(2) CC(=O)C1=C(C)N(CC(C)C)C(=S)NC1c1ccc(Br)cc1 (centres undefined)
(3) Cc1nn(-c2ccccc2)c(Cl)c1/C=N/NC(=O)CNc1n[nH]c(=O)[nH]c1=O
(4) Cc1cc(C(=O)O[C@@H]2CCC[C@@]3(C(=O)N(Cc4ccccc4)c4ccccc43)[C@H]2NC(=O)CCc2ccccc2)no1
(5) COC(=O)[C@]12C[C@H](CC(=O)N3CCSCC3)C(=O)N(Cc3ccco3)C1=C[C@H](C(C)C)O[C@@H]2C1CC1
(6) COC(=O)[C@]12C[C@H](CC(=O)N3CCSCC3)C(=O)N(Cc3ccccc3)C1=C[C@H](C(C)C)O[C@@H]2C1CC1
(7) CCOC(=O)C1=C(C(=O)OCC)C2N(Cc3ccc(Br)cc3)c3ccccc3[C@@]23C[C@@H](C(=O)OC)N(S(=O)(=O)c2cccs2)C3=N1 (some centres undefined)
(8) Cc1onc(-c2ccc(Cl)cc2)c1-c1ccn(S(=O)(=O)c2ccccc2)n1

Screen / compound no. | 1 | 2 | 3 | 4 | 5 | 6 | 7 | 8
NR2F2 inh | 14 | -1 | 5 | -5 | 0 | 19 | 5 | 24
NCOA2 inhibitor | 13 | 12 | -5 | 13 | 16 | 3 | 2 | 3

(9) CC(=O)N1CCc2cc(S(=O)(=O)NC3CCN(C(=O)CCl)CC3)ccc21
(10) CN(Cc1ccccc1Cl)C(=O)CN1C(=O)C2(OCCCO2)c2ccccc21
(11) COC(=O)C[C@@H]1CC[C@@H]2[C@@H](COc3ccc(NS(=O)(=O)c4ccc(F)cc4)cc3C(=O)N2C)O1
(12) C[C@@H]1CN([C@@H](C)CO)C(=O)CCCn2nncc2CO[C@@H]1CN(C)C(=O)C1CC1
(13) COC(=O)[C@]12C[C@H](CC(=O)N3CCCCC3)C(=O)N(CCC3=CCCCC3)C1=C[C@H](COCc1ccccc1)O[C@@H]2C
(14) O=C(Nc1nnc(-c2cccnc2)s1)c1cnc2ccccc2c1
(15) CN(C)C(=O)N1CCN(C(=O)[C@@H](Cc2ccccc2)NC(=O)[C@H]2O[C@@H](n3ccc(N)nc3=O)[C@H](O)[C@@H]2O)CC1
(16) O=C(NN=Cc1ccco1)c1cccnc1

Screen / compound no. | 9 | 10 | 11 | 12 | 13 | 14 | 15 | 16
NR2F2 inh | -10 | 20 | 6 | 2 | 17 | -38 | 6 | -6
NCOA2 inhibitor | 29 | -36 | -6 | -23 | -14 | -43 | -18 | 8

(17) O=C1C=CC(=O)N1CCCCCCN1C(=O)C=CC1=O
(18) CN1[C@H](Cc2ccccc2)COc2cccc(F)c2S1(=O)=O
(19) CCOC(=O)[C@]12CCCC=C1N(CCCOC)C(=O)[C@@H]2CC(=O)N1CCSCC1
(20) COC(=O)[C@]12C[C@H](CC(=O)NCCC(C)C)C(=O)N(CCc3ccc(OC)c(OC)c3)C1=C[C@H](C1CCCC1)O[C@@H]2C
(21) CC[C@H](C)[C@H]1CNC(=O)C(=O)N1CC1CCN(CC(C)C)CC1
(22) COP(=O)(O)C(Cc1ccccc1)NC(=O)OCc1ccccc1 (centres undefined)
(23) CCN(CC)c1ccc(CNc2ccc3c(c2)ncn3CC)cc1
(24) COc1ccc(C(=O)OCCCN(C)C2CN(Cc3cn(Cc4ccc([N+](=O)[O-])cc4)nn3)S(=O)(=O)C2)cc1OC (centres undefined)

Screen / compound no. | 17 | 18 | 19 | 20 | 21 | 22 | 23 | 24
NR2F2 inh | 2 | -23 | -4 | 12 | -14 | 5 | 16 | 2
NCOA2 inhibitor | 5 | 12 | 4 | 12 | -9 | 9 | 6 | -7

(25) O=[N+]([O-])c1ccc(Sc2nc3ccccc3[nH]2)c(Cl)c1
(26) CC(=O)C1(C(=O)NCc2ccccc2)CC(c2ccccc2C(F)(F)F)=NO1 (centres undefined)
(27) Cc1ccccc1-c1nnc2n1N=C(c1ccc(O)c(O)c1)CS2
(28) O=C(N[C@H](C(=O)N1CCC[C@H]1C(=O)NCCc1ccccc1Cl)C1CCCCC1)c1cccs1
(29) CCCCCCCCN1C(=O)[C@@H](CC(=O)NCCCOC)C[C@@]2(C(=O)OC)C1=C[C@H](COCc1ccccc1)O[C@@H]2C
(30) Cc1ccc(NC(=O)c2ccc3ncsc3c2)cc1S(=O)(=O)N(C)C
(31) CCN(C(=O)c1cccc2c1-c1ccccc1C2=O)c1ccccc1
(32) COC(=O)c1ccc2nc(-c3ccco3)c(Cc3ccccc3OC)n2c1

Screen / compound no. | 25 | 26 | 27 | 28 | 29 | 30 | 31 | 32
NR2F2 inh | -11 | -17 | -49 | -2 | 5 | -33 | 9 | 1
NCOA2 inhibitor | -14 | 1 | 29 | -18 | -34 | -81 | -9 | 6

# Part of the list above, with the structure last:
no.	NR2F2 inh	NCOA2 inhibitor	molecule
23	16	6	CCN(CC)c1ccc(CNc2ccc3c(c2)ncn3CC)cc1
24	2	-7	COc1ccc(C(=O)OCCCN(C)C2CN(Cc3cn(Cc4ccc([N+](=O)[O-])cc4)nn3)S(=O)(=O)C2)cc1OC (centres undefined)
25	-11	-14	O=[N+]([O-])c1ccc(Sc2nc3ccccc3[nH]2)c(Cl)c1
26	-17	1	CC(=O)C1(C(=O)NCc2ccccc2)CC(c2ccccc2C(F)(F)F)=NO1 (centres undefined)

# Next results.
(33) COc1ccc(NC(=O)N(C)C[C@@H]2OCc3cnnn3CCCC(=O)N([C@@H](C)CO)C[C@@H]2C)cc1
(34) C#CCOCCOCCOCCNc1nc(N2CCN(C(=O)[C@H](Cc3ccc(O)cc3)n3cc([C@@H](N)CC(C)C)nn3)CC2)nc(N2CCN(C(=O)[C@H](Cc3cc4ccccc4[nH]3)n3cc([C@@H](N)CC(C)C)nn3)CC2)n1
(35) Cn1c(SCC(=O)NCCN2CCCCC2)nc2cccnc21
(36) COC(=O)[C@]12C=CCN1[C@H](c1ccc(OC)c(OC)c1)c1c(c3ccccc3n1S(=O)(=O)c1ccc(C)cc1)C2
(37) CCCCNS(=O)(=O)/C=C/c1ccccc1CNC(=O)OC(C)(C)C
(38) COC(=O)c1ccc(CN2CC3CC(c4ccccc4)N4CCCC34C2=O)cc1 (centres undefined)
(39) CCOC(=O)c1csc(NC(=O)C2CCCN(S(=O)(=O)c3cc(OC)ccc3OC)C2)n1 (centres undefined)
(40) O=C(O)c1cc(C(=O)O)cc(N2C(=O)c3ccccc3C2=O)c1

Screen / compound no. | 33 | 34 | 35 | 36 | 37 | 38 | 39 | 40
NR2F2 inh | 7 | -2 | -5 | 14 | -11 | -4 | 3 | -19
NCOA2 inhibitor | 12 | -31 | -1 | -29 | -3 | -4 | 17 | -11

# Seven entries from above, with the structure last:
entry | NR2F2 inh | NCOA2 inhibitor | mol
34 | -2 | -31 | C#CCOCCOCCOCCNc1nc(N2CCN(C(=O)[C@H](Cc3ccc(O)cc3)n3cc([C@@H](N)CC(C)C)nn3)CC2)nc(N2CCN(C(=O)[C@H](Cc3cc4ccccc4[nH]3)n3cc([C@@H](N)CC(C)C)nn3)CC2)n1
36 | 14 | -29 | COC(=O)[C@]12C=CCN1[C@H](c1ccc(OC)c(OC)c1)c1c(c3ccccc3n1S(=O)(=O)c1ccc(C)cc1)C2
33 | 7 | 12 | COc1ccc(NC(=O)N(C)C[C@@H]2OCc3cnnn3CCCC(=O)N([C@@H](C)CO)C[C@@H]2C)cc1
40 | -19 | -11 | O=C(O)c1cc(C(=O)O)cc(N2C(=O)c3ccccc3C2=O)c1
37 | -11 | -3 | CCCCNS(=O)(=O)/C=C/c1ccccc1CNC(=O)OC(C)(C)C
35 | -5 | -1 | Cn1c(SCC(=O)NCCN2CCCCC2)nc2cccnc21
39 | 3 | 17 | CCOC(=O)c1csc(NC(=O)C2CCCN(S(=O)(=O)c3cc(OC)ccc3OC)C2)n1 (centres undefined)

# Carrying on.
(41) CC(C)(C)S(=O)(=O)N1C[C@@H]2C(=C(CCO)C[C@@H]3C(=O)N(c4ccccc4)C(=O)[C@@H]32)[C@H]1CCO
(42) CN1C(=O)c2cc(NC(=O)Nc3ccccc3)ccc2OC[C@H]2O[C@@H](CC(=O)NC3CCC3)CC[C@@H]21
(43) C=CCN1C(=O)[C@H](CC(=O)N2CCN(C(=O)C3CC3)CC2)[C@@]2(C(=O)OCC)CCCC=C12
(44) CN(C)C(=O)C[C@H]1CC[C@H]2[C@H](COc3ccc(NC(=O)C4CC4)cc3C(=O)N2C)O1
(45) COc1cc(C(=O)NC2CCCCN(Cc3cccc(C(F)(F)F)c3)C2=O)cc(OC)c1OC (centres undefined)
(46) CN(CCOC(=O)c1cc2ccccc2o1)C1CN(Cc2cn(Cc3cccc(F)c3)nn2)S(=O)(=O)C1 (centres undefined)
(47) CN(C)C=Nc1ccc(Cn2cnc3nc4ccc(Cl)cc4cc3c2=O)cc1
(48) CN1C(=O)[C@@]2(O[C@H]3[C@H]4C=C[C@@H]([C@H]5C(=O)N(Cc6ccccc6)C(=O)[C@@H]45)N3C3=C2C(=O)CC3)c2ccccc21

Screen / compound no. | 41 | 42 | 43 | 44 | 45 | 46 | 47 | 48
NR2F2 inh | 6 | -2 | -20 | -24 | 26 | -9 | -10 | -7
NCOA2 inhibitor | -13 | -6 | -8 | -18 | 8 | -3 | -27 | -33

(49) c1coc(-c2nnc3n2N=C(c2ccc4c(c2)OCO4)CS3)c1
(50) COC(=O)[C@H](C(C)C)N1CCc2nnn(Cc3ccccc3)c2-c2cc(F)ccc2S1(=O)=O
(51) CC(C)C[C@H]1COc2cccc(F)c2S(=O)(=O)N1Cc1cn(CC2CCCCC2)nn1
(52) CCCCS(=O)(=O)N1C2=NC(C(=O)OCC)=C(C(=O)OCC)C3N(Cc4ccc(Br)cc4)c4ccccc4[C@]23C[C@H]1C(=O)OC (some centres undefined)
(53) CCOc1ccc(-n2c(SCC(=O)Nc3cc4oc5ccccc5c4cc3OC)nnc2-c2cccc(Cl)c2)cc1
(54) CCOC(=O)N(C)C[C@H]1OCc2cn(nn2)CCCC(=O)N([C@@H](C)CO)C[C@@H]1C
(55) N#Cc1ccc(Cn2ccc3ccc(-c4ccc5ccn(C(=O)C6CCCCC6)c5c4)cc32)cc1
(56) CCCCOCC1CN(CCCC)S(=O)(=O)c2c(cccc2N2CCCCC2)O1 (centres undefined)

Screen / compound no. | 49 | 50 | 51 | 52 | 53 | 54 | 55 | 56
NR2F2 inh | -22 | 1 | 9 | 5 | 8 | 4 | 10 | 1
NCOA2 inhibitor | -19 | -1 | 7 | 16 | 1 | 0 | 24 | 9

(57) C=CCN1[C@H](CO)[C@H](c2ccc(Br)cc2)[C@@H]1C#N
(58) Cc1ccc(NC(=O)CNCc2ccccc2OCC(=O)Nc2ccc(I)cc2)cc1
(59) Cc1ccc(NCC(=O)N=Nc2c(O)[nH]c3ccc([N+](=O)[O-])cc23)cc1
(60) Cc1ccc(Cn2nnc3c2-c2ccccc2S(=O)(=O)N(C2CC2)C3)cc1
(61) CC(C)NC(=O)N[C@H]1C[C@@H]2O[C@H](CO)CC[C@@H]2O[C@@H]1CCc1ccc(-c2ccccc2F)cc1
(62) COC(=O)[C@]12C[C@H](CC(=O)NCCCCc3ccccc3)C(=O)N(CCc3ccc(OC)c(OC)c3)C1=C[C@H](C(C)(C)C)O[C@@H]2C
(63) C=CCOC(=O)N1CCN(C(=O)c2ccc3c(c2)nc(C)n3C2CCCC2)CC1
(64) O=C(NCCc1c[nH]c2ccccc12)c1ccc(Sc2ccccc2Cl)c([N+](=O)[O-])c1

Screen / compound no. | 57 | 58 | 59 | 60 | 61 | 62 | 63 | 64
NR2F2 inh | -3 | -9 | -30 | -3 | 11 | 10 | 13 | 3
NCOA2 inhibitor | -32 | 14 | -16 | -12 | -12 | 4 | -8 | -13

(65) Cc1cccc(NC(=O)NCCCN2CCN(c3ccc(F)cc3)CC2)c1
(66) COc1ccc2c(c1)CN1CN(Cc3ccc(F)cc3)S(=O)(=O)CC21 (centres undefined)
(67) CCOC(=O)N[C@H](C(=O)N1CCC[C@H]1C(=O)NC1CCCC1)c1ccccc1
(68) COC(=O)[C@]12C[C@H](CC(=O)NCCCN3CCCC3=O)C(=O)N(Cc3ccco3)C1=C[C@H](C(C)(C)C)O[C@@H]2C
(69) C[C@H](O)[C@@H]1C(=O)N2CCc3c([nH]c4cccc(-c5ccccc5)c34)[C@@H]2C[C@@H]1N(C)C(=O)C1CCCCC1
(70) Cc1ccc(S(=O)(=O)N2CCCc3nc(C)c(C)cc32)cc1
(71) COC(=O)[C@H]1C[C@@]2(N3CCCCC3)c3ccccc3N[C@H]2N1S(=O)(=O)c1ccc([N+](=O)[O-])cc1
(72) COC(=O)[C@]12C[C@H](CC(=O)NCCCN3CCCC3=O)C(=O)N(Cc3ccc(Cl)cc3Cl)C1=C[C@H](C(C)C)O[C@@H]2C1CC1

Screen / compound no. | 65 | 66 | 67 | 68 | 69 | 70 | 71 | 72
NR2F2 inh | -11 | -9 | 7 | 10 | -6 | 8 | 12 | 16
NCOA2 inhibitor | 14 | -12 | 5 | 14 | -1 | 13 | 16 | 19

(73) COc1ccc(CSc2nnc(SCc3ccccc3)s2)cc1
(74) COc1ccc(CNC(=O)[C@H](C)[C@@H]2C[C@@]2(C)[C@@H](NC(=O)OCc2ccccc2)c2ccccc2)cc1OC
(75) C[C@@H]1COc2cc(Br)ccc2S(=O)(=O)N1Cc1cn(Cc2ccccc2)nn1
(76) CCOC(=O)N1CCN(C(=O)C[C@H]2C[C@@]3(C(=O)OC)C(=C[C@H](C(C)(C)C)O[C@@H]3C)N(Cc3ccc(Cl)cc3Cl)C2=O)CC1

Screen / compound no. | 73 | 74 | 75 | 76
NR2F2 inh | -2 | 12 | -2 | -1
NCOA2 inhibitor | -8 | 3 | 0 | 24

# Some of the compounds tested, so the mix of outcomes need not match the whole.
